Compound activity deposited in PubChem by National Center for Advancing Translational Sciences (NCATS).
BCR signal inh: qHTS Assay to Find Inhibitors of Chronic Active B-Cell Receptor Signaling. ABC-DLBCL IkBa-CBG/CBR reporter, luminescence ratio, 4 h. Potency, µM (doses to about 46.1 µM), for inactives: top-dose ratio change, negative = lower green/red ratio, hits mostly inhibitors. actives 0.05% (n = 340,000); active means well fitted inhibition curve with a large enough effect in the signal ratio, with a control signal flat, not every such curve was filed as active; inconclusive means small, poorly fitted or top-dose-only effect, or effect the other way, or a change in a side signal; the % refers to the signal ratio;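 further: potency means the concentration at half of the fitted maximal effect; plate controls were basal doxycycline-induced cells for no effect and cells given 10 µM MG132 for full effect; MG132 reads +100%, hits lower the ratio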
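TMD8 human ABC-DLBCL cells with doxycycline-inducible IκBα–green luciferase fusion and unfused red luciferase, in 0.5% FBS medium; compounds up to 46 uM, 4 h at 37C. Green/red luminescence ratio, filter-overlap corrected, fitted to concentration-response curves.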
A-T KAP1 phos: qHTS Assay for Identifying a Potential Treatment of Ataxia-Telangiectasia; […] A-T fibroblasts, KAP-1 phosphorylation AlphaLISA; neocarzinostatin DNA damage 30 min before lysis; actives 0.19% (n = 320,000); Potency, µM (series often up to 57.5 µM), without a hit: at the top dose activation, hits mostly activators; further: potency means the concentration at half of the fitted maximal effect; % of control where 0% means no effect; nearly all actives have a fitted effect of over 45% in size
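ATM-like activity read as KAP-1 phosphorylation via AlphaLISA donor/acceptor antibody pairs after lysis and 6 hr at 25C. Cells were ATM-null patient fibroblasts ([…], hTERT), dosed 60 min, then exposed to the DSB inducer NCS for 30 min.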
hERG WT inh: qHTS for Inhibitors of KCHN2 3.1: Wildtype qHTS. Voltage-gated inwardly rectifying potassium channel KCNH2 (Homo sapiens), Q12809. U2OS, BacMam KCNH2, thallium flux FluxOr; active compounds read low. activity change, % at 1.84 µM. actives 0.37% (n = 340,000). AID 720551, 2013;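 active means maximum activity change below -70%; inconclusive means maximum activity change between -70% and -50%; inactive means maximum activity change above -50%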; further: on the % scale 0 is the no-effect control and ±100 the full control effect
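U2OS cells were transduced with wild-type KCNH2 virus (2.03 x 10^8 / mL) for 4 h at room temperature, then cultured overnight at 37 C. Thallium flux was read with FluxOr dye. Rate constants were normalized to DMSO controls.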
Giardia kill: Small Molecules that selectively kill Giardia lamblia: qHTS; Giardia lamblia trophozoite viability; activity change, % at 7.66 µM, hits read low; actives 0.15% (n = 340,000); AID 540267, 2011; in the data active means activity change below about -80%; inconclusive means between about -30% and that limit;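 further: parasites exposed to compound for two days anaerobically before the ATP read; on the % scale 0 is the no-effect control and ±100 the full control effect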
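Luminescent ATP signal served as the viability read-out, measured 15-30 min after adding ATP detection reagent to trophozoites that had been incubated with compounds for 48 hrs at 37 deg C anaerobically at 100 cells/well.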
CXXC DNA block: qHTS Fluorescence Polarization Assay for Inhibitors of MLL CXXC domain - DNA interaction. AID 2662, 2010. MLL-CXXC / FITC-HOXA9 DNA fluorescence polarization. Histone-lysine N-methyltransferase 2A (Homo sapiens), Q03164. actives 0.037% (n = 290,000). Potency, µM (series often up to 115 µM), without a hit: top-dose activity change, negative = inhibition, most hits filed as inhibitors; active means well fitted inhibition curve with a large enough effect in the polarisation, with a control signal flat, not every such curve was filed as active; inconclusive means small, poorly fitted or top-dose-only effect, or effect the other way, or a change in a side signal; inactive means no such curve, though single readings can be large or run the other way; the % refers to the polarisation; further: potency means the concentration at half of the fitted maximal effect
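Steps: dispense CXXC domain solution (7 uM) → pin compounds or unlabeled HOX-A9 DNA control → 5 min ambient → add FLSN-HOX-A9 solution (50 nM) → spin → 30 min ambient → fluorescence polarization. Tris pH 7.5/NaCl/DTT/BSA buffer.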
Coupling enz: qHTS Assay for Inhibitors of Fructose-1,6-bisphosphate Aldolase from Giardia Lamblia: Coupling assay counterscreen; coupling enzyme system counterscreen, AmpLite Red fluorescence; activity change, negative = inhibition, % at 58.2 µM, hits read low; actives 0.67% (n = 290,000); AID 2472, 2010; in the data active means activity change below about -30%; further: on the % scale 0 is the no-effect control and ±100 the full control effect
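Compounds tested against the coupling enzymes alone at 57.5 uM final; readout was AmpLite Red fluorescence (525/598 nm) after 20 min at RT.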
Tb PFK block: qHTS Assay to Find Inhibitors of T. brucei phosphofructokinase. T. brucei PFK, ADP-Glo luminescence. Potency, µM (titrated, usually from 57.5 µM), without a hit: top-dose activity, negative = inhibition, hits mostly inhibitors. actives 0.17% (n = 330,000);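 further: potency means the concentration at half of the fitted maximal effect; 0% = uninhibited 1x PFK enzyme wells and -100% = no-enzyme wells; nearly all actives have a fitted effect of over 60% in size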
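PFK 1.25 nM, F6P 0.5 mM, ATP 0.1 mM, 0.1 M TEA pH 8.0, 5 mM MgCl2, 0.01% Tween20, 0.1% BSA; 45 min RT. ADP-Glo readout. qHTS titration up to 57 uM; curves fitted, compounds curve-classed.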
TSHR antagonist: Antagonists of the Thyroid Stimulating Hormone Receptor: HTS campaign. Thyrotropin receptor (Homo sapiens), P16473. TSHR-expressing cells, TSH-stimulated cAMP HTRF, 2 h; active compounds read low. activity change, negative = inhibition, % at 11.5 µM. actives 0.2% (n = 330,000);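 active means activity change below a set negative limit, meaning inhibition stronger than a set level, cut at about -70% in these data; inconclusive means activity change between two set negative limits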; further: on the % scale 0 is the no-effect control and ±100 the full control effect
Target sequence (P16473 whole entry, looked up): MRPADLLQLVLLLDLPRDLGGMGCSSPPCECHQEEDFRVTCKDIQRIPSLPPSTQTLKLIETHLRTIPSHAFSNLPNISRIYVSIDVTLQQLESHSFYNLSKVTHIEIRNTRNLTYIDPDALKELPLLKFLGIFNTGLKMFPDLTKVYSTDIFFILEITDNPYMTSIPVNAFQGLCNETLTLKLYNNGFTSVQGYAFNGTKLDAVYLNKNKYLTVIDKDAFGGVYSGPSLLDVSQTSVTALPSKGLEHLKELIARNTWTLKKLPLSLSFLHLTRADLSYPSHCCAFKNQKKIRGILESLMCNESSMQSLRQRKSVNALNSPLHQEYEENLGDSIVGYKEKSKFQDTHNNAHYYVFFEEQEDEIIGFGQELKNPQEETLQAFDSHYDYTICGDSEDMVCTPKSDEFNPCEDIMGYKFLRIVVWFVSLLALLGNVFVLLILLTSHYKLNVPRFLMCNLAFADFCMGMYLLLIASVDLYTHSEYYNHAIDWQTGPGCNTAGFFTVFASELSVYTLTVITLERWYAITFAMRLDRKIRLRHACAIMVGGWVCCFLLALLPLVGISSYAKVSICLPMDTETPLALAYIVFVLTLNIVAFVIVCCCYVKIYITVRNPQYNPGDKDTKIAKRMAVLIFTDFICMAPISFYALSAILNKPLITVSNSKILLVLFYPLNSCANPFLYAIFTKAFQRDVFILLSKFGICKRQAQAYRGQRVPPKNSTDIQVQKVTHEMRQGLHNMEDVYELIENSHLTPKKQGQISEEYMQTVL
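Read-out is FRET at 665 nm (cryptate excitation 337 nm) from a cryptate-tagged anti-cAMP antibody, competed by cell cAMP against cAMP-d2. Compounds are tested on freshly harvested TSHR cells challenged with 4nM TSH (EC80) for 2 hours at 37 deg C.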
GALK inhibitor: qHTS Assay for Inhibitors of Human Galactokinase (GALK). AID 1868, 2009. Purified GALK, Kinase-Glo residual ATP luminescence. actives 0.007% (n = 270,000). P51570. Potency, µM (titrated, usually from 57.5 µM), inactives show at the top dose activity change, negative = inhibition, actives largely listed as inhibitors; further: potency means the concentration at half of the fitted maximal effect; on the % scale 0 is the no-effect control and ±100 the full control effect
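The enzyme phosphorylates galactose (100 uM) using ATP (35 uM); inhibition is detected as higher residual ATP, quantified by bioluminescence after 1 h reaction at room temperature, pH 8.0.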
TCR act: Activators of T cell receptors: qHTS campaign; primary human leukocytes, anti-CD3, IL-2 HTRF, 48 h; Potency, µM (series often up to 9.22 µM), without a hit: at the top dose activation of IL-2 secretion, actives largely listed as activators; 330,000 tested, under 10 active; AID 504894, 2011; further: % of control where 0% means no effect
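Compounds are tested in HTS on primary human leukocytes co-incubated with a-CD3 beads for 48 hr. IL-2 output is measured by time-resolved FRET.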
* = called active by the depositor; ? = inconclusive; . = no result given; [ ] = dose if it differs, or a comment. Unless noted, the call rests on the fitted dose curve; in most records, active means well fitted curve in the direction sought with a large enough effect; inconclusive means small, poorly fitted or top-dose-only effect, or another doubt; inactive means no such curve, though single readings can be large; an effect the other way counts as inactive or inconclusive.

SMILES | BCR signal inh | A-T KAP1 phos | hERG WT inh | Giardia kill | CXXC DNA block | Coupling enz | Tb PFK block | TSHR antagonist | GALK inhibitor | TCR act
CCOC(=O)C1(Cc2ccccc2)CCN(Cc2ccon2)CC1 | 2% | 2% | -4 | -23 | 2% | 5 | 4% | 45 | 1% | -4%
CNC(=O)Cn1nc(C)c2ccccc2c1=O | 2% | 2% | -13 | 18 | 1% | -3 | -2% | -6 | 3% | 1%
COc1cccc(NC(=O)CCSc2ccc3ccccc3n2)c1 | -1% | 14% | 29 | -10 | -1% | 1 | 0% | 4 | 1% | -9%[46.1 µM]
N#Cc1ccccc1S(=O)c1ccccc1C(=O)Nc1ccccc1 (configuration not stated) | ? | 3% | 5 | 9 | 2% | -3 | 0% | -7 | 0% | 12%
COc1ccc(C(C#N)N2N=C(C)CC2(C)C)cc1OC (configuration not stated) | 0% | -3% | -11 | -15 | -12% | 2 | -2% | 3 | 1% | 3%
O=C(CSc1ncc(-c2ccc(F)cc2)[nH]1)NCc1ccco1 | 3% | -3% | 3 | 0 | -2% | 1 | -7% | -8 | 5% | -9%
Cc1ccc(S(=O)(=O)N2CCN(c3ccc(S(=O)(=O)N4CCOCC4)cn3)CC2)cc1 | 3% | -2% | 11 | 4 | 2% | 1 | 1% | -7 | 1% | -7%
O=C(NCc1cccnc1)C1CCN(S(=O)(=O)c2cccc(C(F)(F)F)c2)CC1 | 2% | -6% | -2 | 8 | . | . | 3% | 1 | . | 4%
O=C(CN1C(=O)CCS(=O)(=O)c2ccccc21)Nc1cccc(Cl)c1 | 2% | 5% | 3 | -17 | 5% | -3 | -4% | 5 | -4% | 0%[46.1 µM]
O=C1C2C3C=CC(C3=C(c3ccccc3)c3ccccc3)C2C(=O)N1CCO (configuration not stated) | ? | -1% | 3 | -5 | -2% | -1 | 0% | 0 | 0% | -2%
O=C(NCC1CCCO1)c1ccc2c(=O)n(Cc3cccc(Br)c3)c(=S)[nH]c2c1 (configuration not stated) | -2% | 1% | -9 | 18 | 8% | 0 | 0% | -12 | -1% | .
O=C(Nc1nc(-c2ccc(-c3ccccc3)cc2)cs1)C1CCCO1 (configuration not stated) | ? | . | -6 | 0 | -5% | -1 | 8% | -39 | 2% | -5%
CC(C)Cn1nnc2c(=O)oc3ccccc3c21 | -2% | -6% | 10 | 11 | -4% | 2 | 0% | -44 | -1% | 1%
CN1CCN(S(=O)(=O)c2cccc(C(=O)NCCOc3ccccc3F)c2)CC1 | 10% | 4% | 19 | 13 | 1% | . | 3% | -6 | -5% | -2%
CC(=O)Oc1ccc(OC(C)=O)c(S(=O)(=O)c2ccc(C)c(C)c2)c1 | 0% | -1% | -9 | -11 | ? | 0 | 9% | -13 | -4% | 2%
CC(C)(C)OC(=O)n1cc(CCO)c2ccccc21 | -9% | 3% | . | 3 | . | . | 3% | 27 | . | -3%
Cc1ccc(NC(=O)C2C3C=CC4(O3)C2C(=O)N(CCCN2CCOCC2)C4C(=O)NC2CCCCC2)cc1Cl (configuration not stated) | 9% | -11% | -12 | -2 | -5% | 4 | 0% | -2 | 14% | 5%
Cc1ccsc1C(=O)OCC(=O)Nc1ccc(Cl)cn1 | ? | -11% | 0 | -2 | . | . | -2% | -16 | . | -2%
CS(=O)(=O)Nc1ccc(S(=O)(=O)N2CCCCCC2)cc1 | 10% | -5% | 2 | 19 | 3% | 0 | -11% | 9 | 7% | -3%
COc1ccc(C(=O)c2c[nH]c(C(=O)NCc3ccco3)c2)cc1 | 2% | -20% | -12 | -6 | 14% | 3 | 4%[0.46 µM] | -1 | -2% | -2%
Cc1c(C(=O)N2CCCCCC2)c(S(=O)(=O)NCc2ccccc2Cl)c(C)n1C | -12% | -2% | 6 | 7 | 2% | 1 | -13% | 8 | 8% | -5%
O=C(COc1ccc(Br)cc1Cl)NNC(=O)c1ccccc1 | ? | -11% | 1 | 3 | . | . | 4% | 1 | . | 8%
C/C(=N\OC(=O)c1ccc(OC(C)C)cc1)c1ccc(C)c(C)c1 | -19% | 0% | -13 | -6 | 1% | -1 | 3% | -23 | -3% | -3%
O=C(NCC1CCCO1)c1ccc2c(c1)C(=O)N(C1CCCCC1)C2=O (configuration not stated) | -9% | 2% | 0 | -9 | -6% | -4 | 0% | -4 | -4% | 7%
CCSc1nnc(NC(=O)c2nc(-c3ccccc3)n(-c3ccccc3)n2)s1 | ? | -2% | -8 | -15 | -17% | 5 | 0% | -42 | -3% | -14%
Cn1c(=O)c2[nH]c(SCC(=O)c3ccc(F)cc3)nc2n(C)c1=O | -3% | -6% | -1 | 10 | 13% | 4 | 1% | -12 | . | 2%
COc1ccc(CN2CCOCCOCCN(Cc3ccc(OC)cc3)CCOCCOCC2)cc1 | ? | -6% | -12 | -16 | -6% | 0 | -2% | 4 | 1% | -4%
N#Cc1cccc(NC(=O)CSc2ccccc2)c1 | ? | 6% | -12 | -10 | 2% | -4 | -7% | 11 | 0% | 2%
COc1ccc(NC(=O)COC(=O)CCSc2ccccc2)cc1 | 8% | -56%[inhibitor] | 3 | 6 | . | . | -10% | 7 | . | -20%
CC(C)(C)NCc1cccn1-c1sc2c(c1C#N)CCCC2 | -7% | -2% | -7 | -12 | 0% | -1 | 3% | -3 | -1% | 1%
O=C(O)CC/C(=C\c1ccc(Cl)c([N+](=O)[O-])c1)c1nc2ccccc2s1 | -8% | -6% | -8 | -19 | -1% | 11 | 14% | 16 | 0% | 3%[46.1 µM]
Cc1cccc(C2CC3(CC(C)(C)NC(=S)N3)Oc3cc(O)ccc32)c1 (configuration not stated) | ? | -5% | -17 | 21 | 45% | 0 | 1% | 3 | 0% | -30%
CC(=O)Nc1nc2ccccc2n1Cc1ccc(C)cc1 | -3% | 3% | -8 | -1 | 7% | -5 | -10% | 0 | 0% | 1%
CCc1ccc(Nc2n[n+](-c3ccccc3)c(-c3ccc(C(=O)O)cc3)s2)cc1 | -29% | 3% | . | -22 | 4% | 2 | 2% | 12 | . | -3%
CC(C)CNC(=O)CN1C(=O)NC2(CCc3ccccc32)C1=O (configuration not stated) | 0% | 6% | 3 | -5 | -8% | 0 | 3% | 7 | 4% | 4%
O=C(NCCc1ccccc1)c1cccc(S(=O)(=O)N2CCCCC2)c1 | 5% | 2% | 16 | 18 | -2% | 0 | -1% | -21 | 0% | 1%
Cc1ccc(NC(=O)CCc2ccc(S(=O)(=O)N3CCOCC3)cc2)c(O)c1 | 5% | 4% | -7 | 20 | . | . | -7% | -3 | . | -1%
CC(OC(=O)C1CCN(S(=O)(=O)c2ccccc2)CC1)C(=O)Nc1ncc(Cl)cc1Cl (configuration not stated) | 1% | 13% | 14 | 1 | -2% | -7 | 1% | -5 | -3% | .
CC(C)=NNc1nc2sc3c(c2c(=O)[nH]1)CC(C)(C)OC3 | ? | -9% | 6 | 8 | -2% | 0 | 6% | 1 | 2% | 5%[46.1 µM]
Cc1ccc2cc(NC(=O)CC(CC(=O)O)c3ccccc3)ccc2n1 (configuration not stated) | 8% | 4% | 3 | 10 | 1% | 12 | -2% | 1 | 0% | 9%
COC(=O)c1cccnc1-n1c(=O)c2cccnc2n(Cc2cccc(C(F)(F)F)c2)c1=O | -28% | 1% | -15 | 9 | 6% | -1 | -1% | -10 | -1% | 4%
N#CC1(NC(=O)COC(=O)CCCN=C2NS(=O)(=O)c3ccccc32)CCCCC1 | 1% | 6% | -4 | -2 | -1% | . | 1% | -8 | -4% | 7%

A section from further up:
SMILES | BCR signal inh | A-T KAP1 phos | hERG WT inh | Giardia kill | CXXC DNA block | Coupling enz | Tb PFK block | TSHR antagonist | GALK inhibitor | TCR act
Cc1ccc2cc(NC(=O)CC(CC(=O)O)c3ccccc3)ccc2n1 (configuration not stated) | 8% | 4% | 3 | 10 | 1% | 12 | -2% | 1 | 0% | 9%
COC(=O)c1cccnc1-n1c(=O)c2cccnc2n(Cc2cccc(C(F)(F)F)c2)c1=O | -28% | 1% | -15 | 9 | 6% | -1 | -1% | -10 | -1% | 4%
N#CC1(NC(=O)COC(=O)CCCN=C2NS(=O)(=O)c3ccccc32)CCCCC1 | 1% | 6% | -4 | -2 | -1% | . | 1% | -8 | -4% | 7%
